ABCB6 inh 2: ABCB6 transporter inhibitors, primary screen, K562-ABCB6 cells, flow cytometry, MLPCN library. AID 602162, 2011. fluorescence ratio to DMSO, % at 10 µM. K562-ABCB6 porphyrin accumulation, 1 h; stronger effect = lower value. actives 0.19% (n = 360,000);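 active = fluorescence ratio to DMSO below 75%, the collection mean minus 3 SD; inconclusive = too few cells collected in the well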;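 note: signal is porphyrin accumulated inside mitochondria; 100% equals median channel fluorescence of DMSO control wells; lower ratio means ABCB6 inhibition with less porphyrin fluorescence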
Target sequence (Q9NP58 whole entry, looked up): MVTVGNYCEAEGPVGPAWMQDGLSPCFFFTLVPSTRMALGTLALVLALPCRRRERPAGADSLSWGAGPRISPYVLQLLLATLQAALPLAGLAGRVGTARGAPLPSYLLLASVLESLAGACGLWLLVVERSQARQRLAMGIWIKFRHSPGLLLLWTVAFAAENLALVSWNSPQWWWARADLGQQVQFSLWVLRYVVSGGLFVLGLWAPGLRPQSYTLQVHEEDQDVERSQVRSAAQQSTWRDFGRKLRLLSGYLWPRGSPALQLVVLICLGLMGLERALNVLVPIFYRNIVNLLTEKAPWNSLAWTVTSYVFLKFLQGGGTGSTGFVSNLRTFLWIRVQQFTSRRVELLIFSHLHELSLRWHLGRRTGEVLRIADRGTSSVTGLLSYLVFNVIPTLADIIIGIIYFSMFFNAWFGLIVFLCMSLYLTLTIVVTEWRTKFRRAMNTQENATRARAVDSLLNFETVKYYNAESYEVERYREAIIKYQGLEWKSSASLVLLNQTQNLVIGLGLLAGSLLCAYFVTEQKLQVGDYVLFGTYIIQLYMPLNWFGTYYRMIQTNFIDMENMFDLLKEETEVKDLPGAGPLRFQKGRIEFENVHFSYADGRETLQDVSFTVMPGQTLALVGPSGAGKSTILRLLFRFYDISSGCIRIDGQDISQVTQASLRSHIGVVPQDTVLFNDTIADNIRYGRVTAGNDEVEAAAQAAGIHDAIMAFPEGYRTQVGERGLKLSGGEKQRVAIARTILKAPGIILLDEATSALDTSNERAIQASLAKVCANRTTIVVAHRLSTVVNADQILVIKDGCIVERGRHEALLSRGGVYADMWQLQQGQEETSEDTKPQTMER
MC4R barr agon: MC4R agonists recruiting beta-arrestin, primary screen, cell-based, luminescence, agonist arm of biased-ligand search; activation, % at 8.9 µM; actives 0.98% (n = 360,000); U2OS MC4R beta-arrestin complementation; percent of melanotan II response, DMSO zero;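 active = activation above a per-plate cutoff, the mean activation of sample wells on that plate plus 3 SD, cut at about 8% in these data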
ABHD5-PLIN5 inh: ABHD5-PLIN5 interaction inhibitors, primary screen, cell lysate, split luciferase complementation, luminescence; Perilipin-5 (Homo sapiens) + 1-acylglycerol-3-phosphate O-acyltransferase ABHD5 (Homo …; inhibition, % at 4 µM; actives 0.78% (n = 360,000); Split G. princeps luciferase complementation, 4 h;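 active = inhibition above the mean inhibition across every tested compound plus 3 SD, cut at about 22% in these data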;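 note: 0% = DMSO only wells and the 100% control is not disclosed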
Glyco luc inh: increase of ERlucT glycosylation luciferase signal, primary screen, N-linked glycosylation inhibitor project, D54 ERlucT cells, luminescence, set 2. D54 ERlucT glycosylation luciferase reporter, 24 h; percent of 100 nM tunicamycin response. reporter increase, % at 12.5 µM. actives 0.23% (n = 360,000);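 active = mean luciferase reporter signal, scaled so untreated is 0 and the glycosylation-blocking control 100, at or above a set limit in every replicate; inconclusive = mean reaches the limit but not every replicate does; inactive = mean below the limit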;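 note: luciferase carries N-glycosylation sites so blocking glycosylation raises the light; 0% = median of neutral control wells and 100% = median of 100 nM tunicamycin wells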
Vif inh: HIV Vif self-association inhibitors, primary screen, imaging, HEK293T, single point. HEK293T cells, Vif self-association by quenched fluorescence, 24 h. inhibition, % at 7.49 µM. actives 0.35% (n = 340,000); in the data active = inhibition above about 50%, passing the limit was not always enough; inconclusive = no clear call, values can overlap the other calls; inactive = below about 31%; note: some results filed as inactive read as strong as hits
TLR9-MyD88 inh: inhibitors of TLR9-MyD88 association in cells, primary screen, cell-based, CHO, BLA complementation, fluorescence; Toll-like receptor 9 (Homo sapiens) + Myeloid differentiation primary response protein …; CCF4 FRET ratio; inhibition, % at 4.98 µM; actives 0.21% (n = 340,000); AID 504734, 2011;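 active = inhibition above the mean over all tested compounds plus 3 SD, cut at about 21% in these data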;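 note: 0% = DMSO only wells and 100% = clavulanate BLA inhibitor control wells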
MC4R antag cAMP: MC4R antagonists of cAMP signaling, primary screen, cell-based, TR-FRET, antagonist arm of biased-ligand search; Melanocortin receptor 4 (Homo sapiens), P32245; MC4R-expressing cells, MTII-stimulated cAMP, LANCE TR-FRET; inhibition, % at 6.5 µM; actives 0.48% (n = 360,000); AID 540295, 2011;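 active = inhibition above its plate's cutoff, the mean of tested wells on that plate plus 3 SD, cut at about 29% in these data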;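 note: 0% = Melanotan II alone and 100% = Melanotan II plus saturating MCL0020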
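Assay system: human MC4R-expressing U2OS cells; reagent: Melanotan II stimulation of cells; dosing: 6.5 µM single dose; timing: compound 30 min, challenge 1 h, detection 1 h; signal: TR-FRET cAMP assay; replicates: one well per compound, no replicates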
Granule exo inh: LAMP-1 surface exposure blockers, TALL-104 cells – cell-based, flow cytometry, MLPCN library, primary screen | AID 651702, 2012 | inhibition, % at 10 µM | TALL-104 LAMP-1 surface exposure; cells stimulated with thapsigargin and PMA | actives 0.66% (n = 360,000);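 active = inhibition above about 55%, limit read from the data; inconclusive = no clear call, values can overlap the other calls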
NOD2 RIPK2 PPI: NOD2-RIPK2 binding disruptors in cells, primary screen, fluorescence, CHO cells, BLA complementation; inhibition, % at 4.98 µM; Receptor-interacting serine/threonine-protein kinase 2 (Homo sapiens), O43353; CCF4 ratio; actives 0.38% (n = 360,000); in the data active = inhibition above about 21%;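 note: 0% = vehicle only and 100% = reference blocker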
aDG glyco up: activators of alpha-DG glycosylation, primary screen, uHTS, Pro5-aDG cells, AlphaScreen; alpha-DG glycosylation AlphaScreen (IIH6); 0% Pro5, 100% B10-LARGE cell signal; actives 0.22% (n = 360,000); activation, % at 10 µM; AID 624168, 2012;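 active = activation of at least 8% versus controls, or a plate z-score of at least 8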;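 note: Pro5 are CHO cells carrying HIG-tagged alpha-DG that lacks glycosylation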
* hit, by the source's call; ? = inconclusive; nt = not tested or not shown. These rows are one share of the data; the hit share may differ from the screen's.

structure | ABCB6 inh 2 | MC4R barr agon | ABHD5-PLIN5 inh | Glyco luc inh | Vif inh | TLR9-MyD88 inh | MC4R antag cAMP | Granule exo inh | NOD2 RIPK2 PPI | aDG glyco up
CC(=O)N1CCN(CC(=O)Nc2cc(S(=O)(=O)N3CCOCC3)ccc2C)CC1 | 104 | 1.7 | 0 | -2 | -1 | 0 | -4 | 8 | -1 | -0.1
CCCCOc1ccc(S(=O)(=O)NC(=O)C2(C)CCN2C(=O)c2cccc(F)c2)cc1 (configuration not stated) | 97 | 0.5 | -2 | 0 | -10 | nt | 0 | 1 | 1 | 0.0
N#CCCCCn1ccc(NC(=O)c2ccc(Cl)cc2O)n1 | 98 | -1.2 | 8 | 1 | -9 | 12 | -1 | 4 | -1 | 0.1
Cc1cccc(NC(=O)c2cccc(NC(=O)Cc3cccs3)c2)c1 | 103 | -2.1 | -4 | 4 | 1 | 1 | -9 | -3 | -13 | 2.2
COc1ccc(-n2c(=S)[nH]c3cc(C(=O)Nc4cccc(C)c4)ccc3c2=O)cc1 | 101 | 0.3 | 7 | 2 | -5 | 0 | -8 | -2 | 6 | 0.1
Cc1cc(C)n2nc(-c3ccccc3)cc2n1 | 101 | 3.5 | 9 | -5 | -16 | -3 | -16 | 1 | -3 | 0.0
C/C(=N\OCC(=O)OCC(=O)NC(=O)c1ccccc1)c1ccc2c(c1)OCO2 | 100 | -0.6 | -1 | 1 | -4 | -5 | 12 | 13 | -4 | -0.2
O=C(COc1ccc(Cl)cc1)N(Cc1ccccc1)c1ccccn1 | 99 | -0.8 | 4 | -2 | 9 | 4 | 3 | 4 | -15 | 0.0
CC(Oc1ccccc1)c1ccn[nH]1 (configuration not stated) | 103 | -4.1 | -3 | 2 | 13 | -7 | -1 | 3 | -7 | 0.2
O=C(CNC(=O)c1ccc2c(c1)OCCO2)N/N=C/c1ccc([N+](=O)[O-])cc1 | 100 | -0.8 | -2 | 1 | -7 | 4 | 5 | ? | -5 | 0.0
CCCc1c(O)nc(SC2CC(=O)N(c3cc(OC)ccc3OC)C2=O)[nH]c1=O (configuration not stated) | 98 | -1.3 | 0 | 3 | -5 | -8 | 7 | -4 | -6 | 0.0
O=C(Nc1cccnc1)c1ccc2c(c1)OCO2 | 96 | -0.7 | -3 | 1 | -2 | -3 | -2 | -1 | -3 | -0.2
Cc1ccc(C(=O)N2CCCC2)cc1S(=O)(=O)Nc1ccccc1 | 94 | -2.1 | -2 | -1 | 3 | 1 | -2 | -4 | -2 | -0.4
CC(C)C(N)c1csc(Nc2ccc(C(=O)c3ccccc3)cc2)n1 (configuration not stated) | 90 | 3.7 | -6 | -4 | 40 | nt | -5 | 4 | 3 | 1.0
CC(C)CNc1ncnc2c1ncn2[C@H]1CN(Cc2ccncc2)C[C@@H](CO)O1 | 97 | -1.2 | 12 | 1 | -1 | nt | 0 | -2 | -7 | 0.2
Cc1nc(Nc2nc3ccccc3o2)nc2c1CCC2 | 89 | 1.1 | 7 | -22 | -16 | 0 | -1 | -1 | -6 | 0.1
O=C(COC(=O)c1ccc(S(=O)(=O)NCc2ccco2)cc1)Nc1ccc(Cl)cn1 | 99 | -0.9 | -6 | 1 | 1 | -3 | 3 | 0 | 2 | 0.2
O=C(CNC(=O)c1ccco1)OCC(=O)c1ccccc1Cl | 104 | -2.9 | -3 | 0 | -11 | -16 | 13 | -4 | -10 | 0.4
Cc1ccc([N+](=O)[O-])cc1NC(=S)NC(=O)C(C)(C)C | 93 | -1.5 | 5 | -4 | -3 | 0 | 0 | 3 | -1 | 0.1
Cc1ccc2c(Cl)c(C(=O)Nc3cccnc3)sc2c1 | 98 | -1.6 | 6 | -8 | -14 | 8 | -6 | -3 | -13 | 0.1
O=C(Nc1cccc(Br)c1)c1ccc2snnc2c1 | 98 | 2.1 | -3 | 0 | -12 | 0 | 10 | -6 | -10 | 0.8
CCCNC(=O)c1cc(C2CCCN(C(=O)c3ccc(OC)cc3)C2)on1 (configuration not stated) | 162 | -0.1 | 7 | 0 | -4 | nt | 9 | 6 | -2 | 0.7
CCOc1ccc(Oc2ccccc2NC(=O)CCNC(C)=O)cc1 | 99 | -0.7 | 2 | 0 | 13 | 6 | 16 | 5 | -2 | -0.1
Cc1ccc2c(CC(=O)Nc3nc(C)cs3)coc2c1 | 95 | 0.7 | -8 | -2 | -26 | -2 | 9 | -1 | -1 | 0.0
O=C(CSc1nnc(CNC(=O)c2ccco2)o1)Nc1ccc(OC(F)(F)F)cc1 | 100 | -2.1 | -5 | 1 | 6 | -9 | 13 | -12 | -11 | -0.1
COc1ccccc1/C=C/C(=O)N1CCCC1 | 104 | -1.9 | -8 | 2 | -1 | 1 | 8 | -6 | 5 | -0.2
NNC(=O)C1CCCN1S(=O)(=O)c1ccc(Cl)cc1 (configuration not stated) | 97 | -2.5 | 3 | -1 | -4 | -2 | -3 | -1 | -8 | 0.1
COc1ccc(NC(C)C(=O)N/N=C/c2ccccc2OCc2cccc(Br)c2)cc1 (configuration not stated) | 103 | -0.1 | 6 | 1 | -15 | 5 | -4 | 11 | -12 | 0.4
CCOCC(O)CS(=O)Cc1ccccc1 (configuration not stated) | 103 | 0.7 | -6 | 2 | -2 | -8 | -4 | -1 | -2 | -0.1
O=C(NNC(=O)c1ccc2ccccc2c1)c1cccc(Cl)c1 | 100 | -2.5 | -8 | -1 | -2 | -6 | -1 | 4 | -3 | -0.1
CCN(CC)C(=O)C(Oc1ccc(C)nc1[N+](=O)[O-])c1ccccc1 (configuration not stated) | 104 | 1.5 | 0 | 2 | -5 | 2 | 19 | 5 | -11 | 0.1
Cc1c(C(=O)NCCn2ccc3ccccc32)cccc1[N+](=O)[O-] | 102 | -0.7 | 0 | 0 | -3 | 2 | 6 | -1 | -1 | 1.0
C=COCCNC(=S)Nc1ccccc1 | 94 | -2.0 | 1 | 3 | 8 | -2 | 12 | 1 | 9 | 0.1
CC(=O)Nc1ccc(NC(=O)CSc2ccc(C(F)(F)F)cc2[N+](=O)[O-])cc1 | 101 | 0.3 | 3 | 1 | -19 | 1 | -5 | -9 | -1 | 0.1
O=C(CNC(=S)NC(=O)C1CCCCC1)c1ccccc1 | 100 | 2.2 | 3 | 1 | -3 | -4 | 6 | 2 | 0 | 0.1
COc1cc(C(=O)Nc2nccs2)cc(OC)c1OC | 91 | -1.2 | 7 | 4 | -27 | 5 | 7 | 3 | 3 | -0.4
CCOc1ccc(C(=O)Cn2cnc3ccccc3c2=O)cc1 | 101 | 1.4 | -1 | 0 | 0 | -1 | 8 | -1 | -5 | 0.4
COc1cc(C=O)ccc1OCCCCOc1ccccc1[N+](=O)[O-] | 98 | -1.8 | -5 | 0 | 9 | -9 | -6 | -3 | -6 | 0.6
COc1ccccc1NC(=O)COC(=O)COc1ccccc1F | 95 | -2.3 | 1 | 2 | 29 | -5 | -6 | 0 | -5 | -0.1
CCC(=O)NC(=S)Nc1ccccc1C(=O)NC1CCCCC1 | 101 | 1.0 | 0 | 0 | -2 | 1 | 19 | -3 | -4 | 0.0
O=C(c1ccccc1)c1nn(-c2ccc(Cl)cc2)c(=O)cc1C(F)(F)F | 100 | 0.4 | -5 | 0 | 7 | 9 | 0 | -1 | -3 | -0.7
COc1ccc(C(CC(=O)N2CCN(c3ccccc3)CC2)c2c(O)cc(OC)cc2OC)cc1 (configuration not stated) | 96 | -1.1 | -2 | -1 | 1 | 3 | 9 | -1 | -5 | -0.4
Cc1cnc(NCCc2ccccc2)s1 | 107 | 0.1 | -6 | 0 | 5 | -3 | -4 | -2 | -9 | 0.1
Cc1ccc(S(=O)(=O)c2nnn3c2nc(N2CCOCC2)c2ccccc23)cc1C | 92 | -1.6 | 2 | 1 | -6 | -11 | 0 | -1 | -9 | -0.2
CC(C)CN(C(=O)COC(=O)c1cc2ccccc2cc1O)c1c(N)n(Cc2ccccc2)c(=O)[nH]c1=O | 103 | -2.4 | -3 | -1 | -3 | -4 | 4 | 5 | -5 | 0.0
O=C(Nc1ccn([C@H]2CC[C@@H](CO)O2)c(=O)n1)c1ccccc1 | 99 | 1.6 | 6 | 1 | 10 | -5 | 12 | -4 | -9 | 0.1
O=C1C(NS(=O)(=O)c2cccs2)=C(N2CCN(c3cccc(C(F)(F)F)c3)CC2)C(=O)c2ccccc21 | 134 | 1.0 | -23 | 0 | 12 | -8 | 1 | -3 | 1 | -0.5
O=C(c1ccco1)N1CCN(C(=O)C(Cc2ccccc2)NS(=O)(=O)c2cccs2)CC1 (configuration not stated) | 94 | 0.2 | 8 | 0 | -7 | -3 | 8 | -10 | -3 | 0.2
CC1=C(C(=O)OCCOc2ccccc2)C(c2ccc(C)o2)C2=C(CC(C)(C)CC2=O)N1 (configuration not stated) | 116 | -0.8 | 4 | -4 | -14 | -6 | 8 | 6 | -7 | 0.5
CCC(OC(=O)c1cccs1)C(=O)NCc1ccc(C)cc1 (configuration not stated) | 96 | 1.9 | 1 | 0 | 9 | 4 | 23 | 2 | -6 | -0.4
CC1CCN(S(=O)(=O)Cc2ccccc2Cl)CC1 | 85 | 0.7 | -1 | 2 | nt | -1 | 16 | -2 | 4 | -0.1
CNC(=S)NCc1ccc2[nH]c3c(c2c1)CCCC3 | 99 | -3.4 | 0 | 1 | 5 | 2 | 12 | 4 | 0 | -0.1
CC1Cc2cc(-c3csc(NC(=O)Cc4ccccc4)n3)ccc2N1S(C)(=O)=O (configuration not stated) | 106 | -1.0 | -2 | -4 | -14 | -1 | 5 | 4 | -10 | 0.2
O=S(=O)(c1ccccc1)N1CCC(n2nnc3cc(F)ccc32)CC1 | 105 | 0.5 | 0 | -4 | 0 | -6 | 0 | 7 | 3 | -0.2

2 of these compounds, reformatted.
Second line of a record: ABCB6 inh 2	MC4R barr agon	ABHD5-PLIN5 inh	Glyco luc inh	Vif inh	TLR9-MyD88 inh	MC4R antag cAMP	Granule exo inh	NOD2 RIPK2 PPI	aDG glyco up
> CC1=C(C(=O)OCCOc2ccccc2)C(c2ccc(C)o2)C2=C(CC(C)(C)CC2=O)N1 (configuration not stated)
  116	-0.8	4	-4	-14	-6	8	6	-7	0.5
> CCC(OC(=O)c1cccs1)C(=O)NCc1ccc(C)cc1 (configuration not stated)
  96	1.9	1	0	9	4	23	2	-6	-0.4

Bioassay records (PubChem BioAssay)
